Compound activity as filed in PubChem BioAssay.
CHRM4 agonist: human M4 muscarinic receptor agonists, primary screen, CHO-K1 cells, Fluo-8 calcium fluorescence. Muscarinic acetylcholine receptor M4 (Homo sapiens), P08173. CHO-K1 hM4/Gqi5; vehicle 0%, full acetylcholine response 100%. activation, % at 3 µM. 360,000 compounds, 0.14% hits. AID 624127, 2012;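 active = activation above the run mean over all test wells plus 3 SD, cut at about 32% in these data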;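 note: peak over basal fluorescence ratio per well then scaled between controls; 0% = DMSO wells and 100% = acetylcholine at EC100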
Target sequence (P08173 whole entry, looked up): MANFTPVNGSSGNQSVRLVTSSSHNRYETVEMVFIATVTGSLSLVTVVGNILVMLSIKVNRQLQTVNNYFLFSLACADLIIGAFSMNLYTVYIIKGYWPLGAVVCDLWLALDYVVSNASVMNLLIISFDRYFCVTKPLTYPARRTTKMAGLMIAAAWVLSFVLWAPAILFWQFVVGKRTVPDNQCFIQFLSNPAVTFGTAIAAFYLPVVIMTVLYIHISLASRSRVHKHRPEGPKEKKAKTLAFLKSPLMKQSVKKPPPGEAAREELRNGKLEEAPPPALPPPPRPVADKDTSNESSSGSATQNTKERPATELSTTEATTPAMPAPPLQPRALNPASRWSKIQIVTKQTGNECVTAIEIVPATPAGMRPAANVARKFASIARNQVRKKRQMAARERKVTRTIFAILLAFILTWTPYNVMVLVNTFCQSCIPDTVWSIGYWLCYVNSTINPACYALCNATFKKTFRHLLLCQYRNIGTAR
OXTR potentiator: human OXTR potentiators, primary screen, fluorescence, CHO-OTR cells, Fluo-8 calcium; Fluo-8 calcium fluorescence, potentiator mode; 0% = oxytocin EC15, 100% = EC100; 320,000 compounds, 0.061% hits; AID 2445, 2010; activation, % at 3 µM;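 active = activation above that plate's cutoff, the mean activation of tested compounds plus 3 SD, cut at about 6.6% in these data, passing the limit was not always enough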;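 note: 100% uses oxytocin at 75 nM as the full agonist control; some results filed as inactive read as strong as hits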
Target sequence (P30559 whole entry, looked up): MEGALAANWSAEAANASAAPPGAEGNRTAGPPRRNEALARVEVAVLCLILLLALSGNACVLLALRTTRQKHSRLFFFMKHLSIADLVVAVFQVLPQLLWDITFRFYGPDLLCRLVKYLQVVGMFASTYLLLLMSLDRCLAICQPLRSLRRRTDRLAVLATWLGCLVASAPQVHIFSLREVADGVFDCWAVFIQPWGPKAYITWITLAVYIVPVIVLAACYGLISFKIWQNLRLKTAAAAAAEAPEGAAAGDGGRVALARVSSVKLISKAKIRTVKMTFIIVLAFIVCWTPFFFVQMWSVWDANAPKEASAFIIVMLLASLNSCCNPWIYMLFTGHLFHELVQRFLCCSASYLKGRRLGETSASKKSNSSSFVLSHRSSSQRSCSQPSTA
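Assay system: CHO cell line stably expressing human OTR. Reagent: EC15 oxytocin agonist. Dosing: single dose, 3.0 µM nominal final compound concentration. Timing: compound 6 min at room temperature before oxytocin, 100 s read. Signal: kinetic Fluo-8 calcium fluorescence. Controls: oxytocin EC15 low and EC100 high.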
CHO-K1 Ca antag: counter-screen for M1 antagonists: effect in parental CHO-K1 cells; ATP-induced calcium, Fluo-8 fluorescence; inhibition, % at 3 µM; 360,000 compounds, 0.6% hits; AID 602250;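 active = inhibition above a per-plate cutoff, the plate's mean sample inhibition plus 3 SD, cut at about 24% in these data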;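 note: 0% = DMSO plus EC80 ATP and 100% = DMSO alone without ATP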
CHRM4 antagonist: human M4 muscarinic receptor antagonists, primary screen, CHO cells, Fluo-8 calcium fluorescence. Muscarinic acetylcholine receptor M4 (Homo sapiens), P08173. CHO-hM4 cells, ACh EC80. inhibition, % at 3 µM. 360,000 compounds, 0.73% hits;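 active = inhibition above its plate's cutoff, the mean inhibition of sample wells plus 3 SD, cut at about 27% in these data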;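 note: 0% = acetylcholine EC80 with DMSO and 100% = DMSO without agonist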
M1 antag: human M1 muscarinic receptor antagonists, primary screen, CHO-K1 cells, Fluo-8 calcium fluorescence, 1536-well; Muscarinic acetylcholine receptor M1 (Homo sapiens), P11229; CHO-K1 hM1, ACh EC80 antagonist; inhibition, % at 3 µM; 360,000 compounds, 1.3% hits; AID 588852, 2011;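 active = percent inhibition above its own plate's cutoff, namely the mean of that plate's compound wells plus 3 SD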;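 note: peak over basal fluorescence ratio during 140 s after agonist addition; 0% = ACh EC80 plus DMSO and 100% = DMSO alone without agonist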
M1 ag parental: counter-screen for M1 agonists: effect in parental CHO-K1 cells; activation, % at 3 µM; AID 602248, 2012; Fluo-8 calcium fluorescence; scaled to maximal ATP response, vehicle zero; 360,000 compounds, 0.48% hits; in the data active = activation above about 15%;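 note: untransfected CHO-K1 host cells lacking M1 receptor as counterscreen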
CHRM1 PAM: human M1 muscarinic receptor positive allosteric modulators, primary screen, CHO-K1 cells, Fluo-8 calcium fluorescence, 1536-well. Muscarinic acetylcholine receptor M1 (Homo sapiens), P11229. CHO-K1 hM1, ACh EC20; 0% = ACh EC20, 100% = maximal ACh. activation, % at 3 µM. 360,000 compounds, 0.088% hits; in the data active = activation above about 19%, passing the limit was not always enough
CHO parental Ca: ATP-evoked calcium signal inhibitors, parental CHO, primary screen, counter-screen for OX1R antagonist project, cell-based, fluorescence, Fluo-8 calcium dye; parental CHO-K1, ATP-induced calcium, Fluo-8 fluorescence; 330,000 compounds, 0.63% hits; inhibition, % at 5.6 µM;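 active = inhibition above that plate's mean sample inhibition plus 3 SD, cut at about 26% in these data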;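 note: 0% = ATP-challenged DMSO wells and 100% = DMSO wells without ATP; some compounds past the cut are filed as inactive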
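Measured by: calcium-sensitive Fluo-8 fluorescence / Test system: CHO parental line / Controls: ATP-challenged DMSO wells low, unchallenged DMSO wells high / Measure: % inhibition / Compound: single nominal dose of 5.6 µM per compound / Replicates: single well per compound, no replicates / Reagent: ATP as calcium-mobilizing challenge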
CHRM1 agonist: human M1 muscarinic receptor agonists, primary screen, Fluo-8 calcium fluorescence, CHO-K1 cells, HTS. Muscarinic acetylcholine receptor M1 (Homo sapiens), P11229. CHO-K1 hM1, agonist mode; 0% DMSO, 100% acetylcholine EC100. activation, % at 3 µM. 360,000 compounds, 0.33% hits. AID 588814, 2011;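 active = activation above the run's mean compound activation plus 3 SD, cut at about 16% in these data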;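 note: peak over basal fluorescence ratio within a 140 s kinetic read after compound addition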
* hit, by the source's call; · = not tested or not shown.

SMILES	CHRM4 agonist	OXTR potentiator	CHO-K1 Ca antag	CHRM4 antagonist	M1 antag	M1 ag parental	CHRM1 PAM	CHO parental Ca	CHRM1 agonist
CCCCNC(=O)c1cc(C)nc2ccccc12	1.0	-3.9	-6.3	-11.6	-8.3	0.3	1.2	-9.9	-5.7
O=C(NC12CC3CC(CC(C3)C1)C2)N1CCN(C(=O)C2CCCO2)CC1 (stereo unspecified)	-0.1	-0.4	-22.1	-2.2	-13.3	1.1	9.5	-4.6	-6.6
COc1ccccc1NC(=O)CN(c1ccc(C)cc1)S(=O)(=O)c1c(C)n[nH]c1C	0.8	-21.0	-6.2	1.4	-6.7	0.1	-14.3	-28.0	-8.0
Cc1nc2c(C)cccc2cc1C(=O)N/N=C/c1cccnc1	0.8	-0.7	-0.7	4.1	-1.2	1.0	2.1	-4.9	-2.5
CCC(CO)NC1=C([N+](=O)[O-])C(=O)CC(C)(C)C1 (stereo unspecified)	0.2	-2.9	-0.4	1.2	-3.0	-0.2	7.4	-7.7	-3.6
COC(=O)c1ccc(N2CCc3ccccc32)c([N+](=O)[O-])c1	7.0	-6.8	-0.8	5.7	9.2	7.7	-10.5	20.1	-7.0
O=C(NCc1cccs1)c1ccc(CS(=O)(=O)c2ccc(Cl)cc2)o1	8.4	-4.2	-2.6	1.9	-7.8	6.3	8.0	-20.4	5.3
CC(NC(=O)c1cc(S(=O)(=O)N2CCCC2)cn1C)c1ccccc1 (stereo unspecified)	1.7	0.4	12.1	-8.9	-10.6	0.1	21.4	-5.0	4.1
CCc1ccccc1NC(=O)c1cccc(N2C(=O)C3C4CCC(C4)C3C2=O)c1 (stereo unspecified)	2.6	-10.5	1.0	1.3	16.5	1.6	-7.1	-6.1	-1.2
Cc1ccccc1OCCC(=O)OCC(=O)N1CCN(S(=O)(=O)c2ccc(Cl)cc2)CC1	16.7	-16.9	7.9	8.4	12.9	10.2	-8.4	-4.5	1.6
Cc1nn(CCCC(=O)NCc2ccc(F)cc2)c(=O)c2nccn12	20.4	-0.5	-7.4	-13.4	-0.5	5.2	-6.2	-6.8	-2.2
COc1cc(CNC2CCCC2)c(Br)cc1OC1CCCC1	5.7	-6.8	-15.2	-5.2	-9.1	5.4	11.0	-17.7	-0.6
O=C(OCC(=O)c1ccc[nH]1)c1ccc(Cl)c(Cl)c1	5.8	-4.8	10.6	-2.7	15.1	2.0	-8.3	-2.5	-0.7
C#Cc1cccc(-n2nnc(C(C)=O)c2C)c1	2.3	2.6	2.3	-4.1	-18.2	0.7	6.4	-14.5	-1.6
C=CCN(c1ccccc1OC)S(=O)(=O)c1cccc(C(=O)OCC(=O)c2c(N)n(C)c(=O)n(C)c2=O)c1	15.3	·	2.4	14.3	31.4*	7.8	-21.2	·	-2.7
CN(Cc1ccccc1)C(=S)NC(=O)c1cccs1	0.9	-1.3	-2.9	-6.1	-3.4	1.0	5.1	2.4	-3.3
CCOC(=O)N1CCN(c2c(NCc3ccc(Cl)cc3)c(=O)c2=O)CC1	-1.5	-4.7	-8.6	-3.4	1.2	0.3	3.2	-8.6	-4.2
O=C(CSc1nnc(-c2cccs2)o1)Nc1cccc(S(=O)(=O)N2CCCCC2)c1	0.7	1.8	-0.5	12.1	-2.3	0.2	-0.4	-9.6	-10.0
CCC(=O)c1cc2c(cc1NC(=O)c1ccc(C)cc1)OCCO2	0.3	-6.7	-18.1	-4.7	-15.1	0.7	9.9	-2.7	-4.4
N=c1ccn(Cc2cccc(Cl)c2)cc1	1.3	-12.7	-13.7	0.0	-13.7	0.8	0.1	2.3	-8.1
O=C(NCc1ccccc1)C1=C[C@H](c2ccc(C(F)(F)F)cc2)C[C@H](OCCCCO)O1	2.1	-18.6	6.8	-2.1	2.4	-0.6	11.8	-15.6	-1.9
O=C(NCCc1ccc(F)cc1)Nc1ccccc1Cl	0.8	·	-3.0	0.6	-15.8	0.7	9.4	·	8.5
CC(=NNC(=O)c1cccc(S(=O)(=O)N2CCOCC2)c1)c1ccccc1	3.2	1.8	-21.1	-23.1	-9.9	1.0	5.8	-13.6	-5.0
COCC[N+]1(C)CCCCC1	0.3	2.4	-8.7	1.2	14.9	0.5	-0.8	-6.1	3.3
CN(Cc1cccnc1)C(=O)CC1C(=O)NCCN1CC(c1ccccc1)c1ccccc1 (stereo unspecified)	1.8	-5.9	-9.8	-1.5	8.1	0.3	-3.4	-12.0	-6.6
Cc1ccccc1C(=NCCCN(C)C)c1ccccc1C	0.2	4.3	-3.3	12.3	77.2*	0.2	-27.6	-18.1	-15.4
COC(=O)c1ccccc1NC(=O)C12CCC(C)(C(=O)O1)C2(C)C (stereo unspecified)	3.1	-2.3	-17.1	-9.9	9.8	0.7	-6.6	-6.1	-5.5
CCCNC(=O)c1ccc(Cl)cc1Cl	1.6	3.8	-8.0	-7.0	-21.1	0.3	18.9	-15.4	1.2
Clc1ccccc1CO/N=C1\CCCc2nonc21	-1.2	2.5	-7.3	1.1	1.1	0.4	-4.7	-8.8	-6.1
COc1ccc(C(C(=O)NCc2ccccc2)N(Cc2ccco2)C(=O)c2snc(C(N)=O)c2N)cc1 (stereo unspecified)	15.8	-16.3	7.8	12.4	32.6*	7.4	-15.6	-2.8	0.7
CC(C)NC(=O)N1Cc2cc(C(=O)NCC(F)(F)F)nc(-c3cccc(-c4cc5ccccc5o4)c3)c2[C@@H]1CCO	10.8	·	-10.7	-0.6	·	3.0	·	·	·
CCc1ccccc1NC(=O)CN(C)C(=O)COC(=O)c1ccccc1Cl	0.8	·	-3.0	0.7	-7.5	0.5	8.8	·	-2.6
CCn1c(=S)[nH]c2ccccc21	-0.1	-9.0	0.2	7.2	-3.3	0.8	13.7	0.3	-2.0
Nc1nonc1C(=O)N/N=C/c1ccncc1	0.9	-11.6	-5.1	-6.5	-8.8	0.3	8.5	0.3	-1.9
CC1=C(C(=O)OC(C)C)C(c2c[nH]c3ccccc23)n2ncnc2N1 (stereo unspecified)	1.1	2.3	7.4	-25.1	-12.3	-0.3	5.5	-7.3	-3.2
O=C(COc1ccc2ccccc2c1)NNC(=O)c1ccccc1	1.8	-4.9	-3.1	0.6	3.4	2.1	-5.7	1.5	-4.1
O=c1[nH][nH]c(C(F)(F)F)c1C=Nc1ccccc1	0.5	-5.2	-7.9	4.5	-8.4	0.1	10.6	-8.2	-2.2
COC(=O)[C@@H](NC(=O)N1CCN(c2cccc(C(F)(F)F)c2)CC1)C(C)C	2.5	-7.7	6.1	-8.2	3.0	0.5	0.0	-18.9	2.4
Cc1ccc(S(=O)(=O)N/N=C/c2ccccc2O)cc1	-0.4	0.3	1.6	1.5	3.7	-0.4	1.9	-8.2	-3.4
O=C(NC1CC1)c1ccc(N2CCCCC2)c([N+](=O)[O-])c1	1.5	-4.4	23.3	2.1	5.8	0.9	17.1	-0.6	5.2
c1ccc(-c2nc3ccccn3c2NC2CCCC2)nc1	7.3	-22.6	-13.9	-16.5	-1.3	2.4	7.3	-21.6	-8.0
CCC(Sc1ccc(Cl)cc1)C(=O)Nc1nnc(-c2cccc([N+](=O)[O-])c2)s1 (stereo unspecified)	1.4	-3.1	-3.3	-15.1	-9.2	1.4	5.2	-18.1	19.9*
CCCNC(=O)C(Cc1ccccc1)NC(=O)c1cccc([N+](=O)[O-])c1 (stereo unspecified)	3.3	-4.4	10.2	-3.4	0.9	-0.6	7.4	-16.1	-5.0
CC(=O)c1cccc(NC(=O)C2C3C=CC(C3=C(c3ccccc3)c3ccccc3)C2C(=O)O)c1 (stereo unspecified)	1.5	-3.9	-4.3	-0.9	21.3	0.1	-1.1	-11.2	0.2
CSc1ccc(CNC2CC2)cc1	-0.1	0.9	-11.4	11.3	18.3	-0.1	-19.9	-7.8	-11.6
Cc1ccc(NC(=S)NN2CCOCC2)c(C)c1	-0.3	-0.8	10.4	8.2	-3.1	0.0	1.1	-6.5	-2.9
Cc1ccc(C(C)C)c(OCC(=O)NNC(=O)C(C(C)C)N2C(=O)c3ccccc3C2=O)c1 (stereo unspecified)	7.3	-7.3	-12.0	-5.2	-7.3	5.2	0.1	-26.1	-0.9
CCc1ccc(N2C(=O)CN(Cc3sccc3C)C2=S)cc1	-1.9	-24.3	-8.4	-4.9	-8.4	-0.4	8.1	0.7	-4.7
Cc1ccc(C)c(NC(=O)C(NCC(C)(C)N2CCOCC2)c2ccccc2)c1 (stereo unspecified)	1.0	1.1	-9.6	75.5*	92.3*	0.6	-27.4	-9.5	-8.0
O=[N+]([O-])c1ccc(N(CCO)Cc2ccccc2)c([N+](=O)[O-])c1	10.9	-23.2	-12.8	7.6	5.7	4.8	-11.0	0.8	-6.3
CN(C)CCN(Cc1ccc(Cl)cc1)c1ccccn1	2.8	-7.4	5.7	8.3	-7.2	0.8	-10.3	-6.4	-2.6
CC(C)CC(NC=C1C(=O)OC(C)(C)OC1=O)C(=O)O (stereo unspecified)	0.2	2.8	-9.2	-1.0	-1.2	0.4	5.5	7.2	1.1
COc1cc(C(=O)NCC2(N3CCCCC3)CCCCC2)ccc1OCC(=O)N1CCOCC1	0.4	-5.0	-12.0	3.1	-8.5	0.6	3.6	-13.7	-4.8
